# High-throughput results as filed in PubChem BioAssay.
# NPY-Y2 antag – blocks the human neuropeptide Y Y2 receptor; P49146; NPY-Y2 expressing cells, antagonist mode; inhibition, % at 2.7 µM; hit rate 0.99% among 140,000; AID 793; in the data active means inhibition above about 17%;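 further: 0% = vehicle with agonist challenge and 100% = reference antagonist with challenge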
# Target sequence (P49146 whole entry, looked up): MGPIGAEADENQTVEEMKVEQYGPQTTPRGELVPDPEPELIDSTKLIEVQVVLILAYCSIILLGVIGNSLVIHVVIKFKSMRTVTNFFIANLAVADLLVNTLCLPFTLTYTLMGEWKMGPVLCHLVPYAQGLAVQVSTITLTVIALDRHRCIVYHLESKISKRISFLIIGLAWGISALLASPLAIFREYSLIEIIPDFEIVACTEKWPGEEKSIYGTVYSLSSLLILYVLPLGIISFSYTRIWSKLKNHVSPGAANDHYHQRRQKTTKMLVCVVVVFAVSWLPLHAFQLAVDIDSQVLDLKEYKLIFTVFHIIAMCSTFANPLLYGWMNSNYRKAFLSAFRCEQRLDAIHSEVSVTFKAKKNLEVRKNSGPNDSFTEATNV
# Phagocytosis inh – macrophage phagocytosis inhibition | J774A.1 macrophage IgG-bead phagocytosis, imaging | hit rate 0.07% among 110,000 | inhibition, % at 5 µM;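 active means inhibition above the mean of the plate negative controls plus 5 SD, cut at about 13% in these data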;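 further: phagocytic index as fraction of beads internalized from green versus red external bead signal; plate controls were DMSO negative control for no effect and cytochalasin-D positive control for full effect; some results beyond the cut were filed as inactive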
# Yeast lifespan up – extends the lifespan of yeast; inhibition of the nicotinamide effect, % at 10 µM; S. cerevisiae growth with nicotinamide, OD615; deaD strain in restrictive glucose medium; AID 775; hit rate 0.68% among 130,000;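 active means inhibition above a set limit, placed 3 SD over the median of all compounds, cut at about 26% in these data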;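 further: 0% = nicotinamide-treated wells and 100% = cells grown without nicotinamide; some compounds called inactive have numbers as strong as hits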
#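 Material: Modified budding yeast, DeaD strain | Medium: Restrictive glucose medium | Probe or stimulus: 1.5 mM nicotinamide | Dosing: Single dose 10 µM compound, 0.25% DMSO | Times: 48 h at 30 °C | Technique: OD615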
# HCT116 bCat-KO – beta-catenin-lacking colon tumor cell growth suppression; viability, % at 10 µM; hit rate 1.5% among 140,000; HCT116 beta-catenin knockout viability, CellTiter-Glo, 60 h; hits give low values;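 active means viability at or under a set limit, the compound median less 4 SD, cut at about 6% in these data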;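 further: 0% = Hyamine 1622 control at 20 µM and 100% = untreated cell control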
# Measles CPE – protection of cells from measles virus; Measles virus-infected cells, CPE protection, absorbance; protection (pct of control), % at 4 µM; hit rate 1.5% among 140,000; in the data active means protection mostly above about 24%, no sharp cut-off; inactive means mostly below about 26%; further: some compounds called inactive have numbers as strong as hits
# MRP-1 activ – MRP-1 activation; H69AR cells + doxorubicin, viability rescue, CellTiter-Glo; hit rate 0.61% among 140,000; viability increase, % at 10 µM;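 active means viability gain under doxorubicin at or above a set limit, the compound median plus 3 SD, cut at about 4.7% in these data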;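 further: MRP-1 overexpressing cells given doxorubicin 25 µM after compound pretreatment; 18-22 h compound pretreatment then 72 h with doxorubicin before readout; 0% = doxorubicin-only wells and 100% = vehicle-treated cells without doxorubicin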
# E-sel TNF inh – blocks E-selectin expression induced by TNF alpha; HUVEC TNFa-induced E-selectin immunofluorescence, high content; AID 1246; inhibition, % at 2 µM; hit rate 0.71% among 120,000;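 active means inhibition above the batch mean plus 3 SD, and confirmed as a hit on visual image review, cut at about 43% in these data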;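 further: 0% = TNF-stimulated DMSO wells and 100% = unstimulated control wells; not every result past the cut was called active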
# GALR2 antag – GALR2 (human) receptor antagonism; O43603; GALR2-expressing cells, antagonist mode; inhibition, % at 4 µM; hit rate 0.39% among 140,000; in the data active means inhibition above about 27%;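 further: cells stimulated with galanin 1-16 at roughly its EC80; 0% = agonist challenge control and 100% = basal control without agonist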
# Target sequence (O43603 whole entry, looked up): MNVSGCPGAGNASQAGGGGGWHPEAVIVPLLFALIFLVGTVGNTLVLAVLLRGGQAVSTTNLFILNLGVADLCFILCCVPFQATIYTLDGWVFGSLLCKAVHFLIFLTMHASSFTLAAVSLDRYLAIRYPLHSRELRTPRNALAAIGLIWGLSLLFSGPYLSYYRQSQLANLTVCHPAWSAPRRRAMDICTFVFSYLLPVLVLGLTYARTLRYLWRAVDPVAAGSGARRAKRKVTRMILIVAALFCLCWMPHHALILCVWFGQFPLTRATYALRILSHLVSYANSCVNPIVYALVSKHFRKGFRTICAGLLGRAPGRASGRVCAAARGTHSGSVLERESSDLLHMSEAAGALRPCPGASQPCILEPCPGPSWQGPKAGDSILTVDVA
# Yeast growth inh – reduces growth of yeast BB579 in restrictive medium; S. cerevisiae BB579 growth, OD615, 48 h; inhibition, % at 10 µM; hit rate 0.51% among 140,000;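 active means inhibition above a set limit, 3 SD over the mean compound inhibition, cut at about 44% in these data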; further: inactives centre near -24
#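 Test system: Saccharomyces cerevisiae DeaD strain BB579, replicative lifespan model yeast | Buffer or medium: Restrictive CSMM-D medium | Doses: One dose, 10 µM compound with 0.25% DMSO | Incubation: 48 h exposure, 30 °C | Detection: Culture absorbance at 615 nm | Control set: Amphotericin B at 10 µg/mL as positive control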
# HCT116 PTEN-null – PTEN-deleted cell growth suppression. HCT116 PTEN-null viability, CellTiter-Glo, 60 h; hits give low values. viability, % at 10 µM. hit rate 1.2% among 140,000. AID 827;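 active means viability at or below a set limit, 4 SD under the median of all tested compounds, cut at about 3.7% in these data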;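 further: PTEN knockout HCT116 line with beta catenin targeted HCT116 as companion control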
# Active calls of the source: *; . = no result given.
SMILES,NPY-Y2 antag,Phagocytosis inh,Yeast lifespan up,HCT116 bCat-KO,Measles CPE,MRP-1 activ,E-sel TNF inh,GALR2 antag,Yeast growth inh,HCT116 PTEN-null
COc1ccc(NC(C)=O)cc1NC(=O)CSc1nnc(-c2ccccc2)n1N,3,-1,13,78,15,-2.8,10,9,-52,94
NC(=O)[C@@H]1CCCNc2c(I)cc([N+](=O)[O-])cc2C(=O)N[C@@H](Cc2ccccc2)C(=O)N[C@@H](Cc2cnc[nH]2)C(=O)N1,2,.,0,95,22,-0.2,18,-2,-39,99
CCCc1cc(=O)n2[nH]c(NCc3ccccc3Cl)nc2n1,1,-1,-15,95,5,-0.1,-6,0,-7,105
Cc1ccc(-n2nnnc2-c2cnc3ccc(Cl)cc3c2-c2ccccc2)cc1,1,.,-6,10,5,-2.8,1,0,-26,12
CCOP(=O)(OCC)C(NC(=O)Nc1ccc(Cl)c(Cl)c1)c1ccccc1 (centres undefined),0,-10,4,81,2,-3.2,.,-12,-31,66
CC(C)CCOP(=O)(c1ccc(N(C)C)cc1)C(O)c1ccccc1F (centres undefined),5,0,-11,85,3,-1.5,-30,-4,-6,80
c1coc(-c2nnc3sc(Cc4cccs4)nn23)c1,5,-4,-24,105,41,-0.8,0,-2,-31,99
Cc1nc(NC(=S)NC(=O)COc2ccc(Cl)cc2)ccc1Br,1,.,6,94,35,-1.5,.,-8,-41,95
O=C(c1cccn2c(=O)c3ccccc3nc12)N1CCN(c2ccccn2)CC1,1,-1,0,89,13,0.3,.,-8,8,89
Cc1ccc(N(C(=O)C2CCCC2)C2C=CS(=O)(=O)C2)cc1C (centres undefined),0,0,13,89,7,-1.5,-26,12,-19,107
CC(C)(C)N=Cc1cc(-c2ccccc2)sc1O,12,-2,-6,98,41*,0.6,.,-3,7,88
CC(C)(C)OC(=O)N[C@@H](Cc1ccccc1)c1nnc(SCC(=O)O)o1,0,0,-8,99,3,0.4,.,2,-34,95
Cc1ccc(S(=O)(=O)N2CCN(C(=O)Cc3ccccc3)CC2)cc1,6,-1,-3,96,5,-2.3,5,-19,-31,97
COCCNS(=O)(=O)c1ccc(C2CNC(=O)C2)cc1 (centres undefined),3,-1,-3,106,7,-1.0,-1,-11,24,106
COCCNC(=O)c1onc(CSc2ccc(C(C)C)cc2)c1C(=O)O,9,.,-5,98,5,0.0,4,-1,-55,108
O=S(=O)(Nc1cccc(CCc2ccccn2)c1)c1ccc2ccccc2c1,4,.,9,96,8,-3.3,-17,-9,-10,95
CCN(CC)S(=O)(=O)c1ccc(N2CCOCC2)c(NC(=O)C2CCCC2)c1,1,2,-1,92,15,-2.5,11,-10,-5,92
CC(C)(C)n1nnc(CCc2nnn(C(C)(C)C)n2)n1,0,-1,2,90,2,-1.8,-47,2,-23,91
COc1cc(C)nc2nc(SCc3ccccc3)nn12,5,5,-13,85,3,0.0,10,10,-56,98
Cc1cc(NC(=O)c2cc3nc(C4CC4)cc(C(F)(F)F)n3n2)no1,-2,-2,-19,104,7,0.0,-20,4,6,99
CC(C)OC(=O)CSc1n[nH]c(-c2cccnc2)n1,3,0,-11,93,7,-1.7,5,7,14,99
CC(C)Sc1nc2ccccc2c(=O)[nH]1,2,0,-4,96,12,0.3,-9,2,-87,95
Cc1cccc(CSc2nnc(NC(=O)c3ccco3)s2)c1,-1,.,-24,108,12,-0.6,-19,7,-51,105
O=[N+]([O-])c1cccc(-c2nc(Oc3ccc(Cl)cc3)c3ccccc3n2)c1,0,-2,0,109,12,-0.1,-7,-3,-22,95
O=C(Cn1cc(C(F)(F)F)ccc1=O)NC(c1ccccc1)c1ccccc1,3,-2,8,95,3,-1.4,-12,-4,-26,102
C=CCNC(=O)c1ccccc1NC(=O)c1ccccc1C,0,.,.,0.8*,4,-2.1,-10,7,-6,1.0*
CCc1ccc2nc(N3CCN(C)CC3)c(C#N)cc2c1,15,-1,-10,78,6,-1.5,-17,1,-15,91
Cc1ccc(NC(=O)Cn2cc(S(=O)(=O)c3ccc(F)cc3)c(=O)c3cc(F)ccc32)cc1,-4,.,2,81,8,-2.1,14,-6,-24,78
CC(=O)N1N=C(c2ccc(Cl)cc2)OC1c1ccc(C(C)C)cc1 (centres undefined),4,.,-14,95,3,3.6,1,-2,-11,94
O=C(Cn1cnc2ccccc21)NC(c1ccccc1)c1ccccc1,1,.,4,72,22,-1.8,4,15,-40,70

# At a glance, some entries already given.
SMILES,NPY-Y2 antag,Phagocytosis inh,Yeast lifespan up,HCT116 bCat-KO,Measles CPE,MRP-1 activ,E-sel TNF inh,GALR2 antag,Yeast growth inh,HCT116 PTEN-null
O=S(=O)(Nc1cccc(CCc2ccccn2)c1)c1ccc2ccccc2c1,4,.,9,96,8,-3.3,-17,-9,-10,95
CCN(CC)S(=O)(=O)c1ccc(N2CCOCC2)c(NC(=O)C2CCCC2)c1,1,2,-1,92,15,-2.5,11,-10,-5,92
CC(C)(C)n1nnc(CCc2nnn(C(C)(C)C)n2)n1,0,-1,2,90,2,-1.8,-47,2,-23,91
COc1cc(C)nc2nc(SCc3ccccc3)nn12,5,5,-13,85,3,0.0,10,10,-56,98
Cc1cc(NC(=O)c2cc3nc(C4CC4)cc(C(F)(F)F)n3n2)no1,-2,-2,-19,104,7,0.0,-20,4,6,99
CC(C)OC(=O)CSc1n[nH]c(-c2cccnc2)n1,3,0,-11,93,7,-1.7,5,7,14,99
CC(C)Sc1nc2ccccc2c(=O)[nH]1,2,0,-4,96,12,0.3,-9,2,-87,95
Cc1cccc(CSc2nnc(NC(=O)c3ccco3)s2)c1,-1,.,-24,108,12,-0.6,-19,7,-51,105
O=[N+]([O-])c1cccc(-c2nc(Oc3ccc(Cl)cc3)c3ccccc3n2)c1,0,-2,0,109,12,-0.1,-7,-3,-22,95
O=C(Cn1cc(C(F)(F)F)ccc1=O)NC(c1ccccc1)c1ccccc1,3,-2,8,95,3,-1.4,-12,-4,-26,102

# (continued)
SMILES,NPY-Y2 antag,Phagocytosis inh,Yeast lifespan up,HCT116 bCat-KO,Measles CPE,MRP-1 activ,E-sel TNF inh,GALR2 antag,Yeast growth inh,HCT116 PTEN-null
Cc1cc(C(=O)N/N=C/c2cccc(Cl)c2Cl)no1,6,-1,-13,38,21,-3.5,39,-8,-24,58
CCOC(=O)N1CCC(NC(=O)c2ccc3c(Cl)c4c(nc3c2)CCCC4)CC1,0,.,-1,46,3,-3.7,24,-10,-19,49
COc1ccccc1CNC(=O)CCC(=O)Nc1nnc(C(C)C)s1,2,0,-5,83,18,0.0,0,-5,-11,86
COc1ccc(-n2ncc(S(=O)(=O)c3ccccc3)c2-c2ccc(Cl)cc2)cc1,1,0,-4,67,3,-1.9,1,-4,-1,40
Cc1cccc(-n2c(SCc3cc(=O)n4ccsc4n3)nc3ccccc3c2=O)c1,-2,-1,-1,79,13,-0.9,17,-11,-21,82
CCOc1ccc(C(=O)NC(=S)Nc2ccccc2N2CCCCC2)cc1[N+](=O)[O-],13,.,-2,56,23,-2.7,-7,0,-33,58
Cc1ccnc(SCc2cc(=O)c(OC(=O)c3ccc(S(=O)(=O)N(C)C)cc3)co2)n1,2,-12,-3,94,4,-2.5,.,7,-11,95
CC(C)OCC(O)Cn1c(N2CCCC2)nc2c1c(=O)[nH]c(=O)n2C (centres undefined),1,0,-2,96,12,-4.8,7,-8,12,95
CCn1c(C(=O)N2CCc3ccccc3C2)cc2sccc21,8,.,-8,72,21,-0.5,-5,19,0,66
Cc1cc(CN2CCN(CCC#N)CC2)c(O)c(C2(C)CCCCC2)c1,2,1,-6,73,24,-2.3,8,-18,-39,83
Cc1nc(NC(=O)CSc2nc3cccnc3n2C2CCCCC2)sc1C,-2,-1,-17,90,26,-2.1,-16,-2,-31,68
O=C1CCC(C(=O)Nc2ccc(OC(F)F)cc2)N1 (centres undefined),-2,-1,-1,92,8,-0.5,-21,-6,-35,101
Cc1csc(NC(=O)CCCSc2nc3ccccc3s2)n1,9,0,-25,89,10,-4.0,-22,1,21,88
Cc1ccc(N2C(=O)NC(C(F)(F)F)(C(F)(F)F)C3=C2CC(C)(C)CC3=O)cc1,-1,-4,3,91,12,-1.4,.,0,-59,89
CCN(C(=O)c1coc(=O)c(Br)c1)c1ccc2c(c1)OCO2,2,0,-19,83,27,-6.5,.,-5,1,85
O=C1CCC(C(=O)OC(C(=O)c2c[nH]c3ccccc23)c2ccccc2)=NN1 (centres undefined),-2,.,-5,100,8,-2.3,.,9,-4,90
CC(=O)NC1CC2CCCC(C1)N2C(=O)Nc1ccc(Cl)c(C(F)(F)F)c1 (centres undefined),2,1,-21,89,4,-1.9,56,4,16,85
CCNC(=S)N(Cc1c(C)noc1C)c1ccccc1,4,-5,-4,91,9,-2.4,11,3,6,96
Cc1nc(Nc2ccc3c(c2)OCO3)c2oc3ccccc3c2n1,2,-1,-14,81,16,0.2,.,-1,-58,69
COc1ccc(C(C(=O)NC2CCCC2)N(C(=O)c2snc(-c3ccc(F)cc3)c2N)c2ccc(OC)cc2)cc1 (centres undefined),1,.,-4,71,1,-1.9,-30,-16,-16,62
CC1=NN(c2ccc(C)cc2C)C(=O)C1C(c1ccccc1O)C1C(=O)N(c2ccc(C)cc2C)N=C1C (centres undefined),4,-13,17,88,11,5.6*,.,1,-44,97
COCCCn1c(SCC(=O)NCc2ccccc2)nc2ccccc2c1=O,3,.,.,94,5,-5.0,19,-1,-22,103
CCCc1cc(C(=O)NC2CCCCC2)no1,2,2,0,90,-2,2.0,-5,6,43*,88
CC1CCN(C(=O)CSc2nncn2C)CC1,1,2,-14,101,14,-0.4,4,7,-28,94
CCN1C(=O)c2ccc(C(=O)NCc3ccccc3)cc2C1=O,4,0,-6,93,5,-0.7,2,-4,-25,94
Cc1ccc(Cl)cc1N1CCN(C(=O)COc2ccc(S(=O)(=O)NC(C)C)cc2)CC1,2,0,-11,39,56*,-2.2,-10,5,10,44
CC(=O)CC1(O)C(=O)N(Cc2ccccc2)c2ccccc21 (centres undefined),2,.,0,86,2,-1.4,-9,5,-50,81
CCOCCCn1c(SC(C(=O)Nc2cc(C)ccc2C)c2ccccc2)nnc1-c1ccc(Cl)cc1 (centres undefined),4,3,4,53,7,-2.9,.,-5,13,59
